HSP90 inh: inhibitors of HSP90 luciferase refolding in rabbit reticulocyte lysate | 0.91% of 290,000 active | luciferase refolding luminescence, 3 h | inhibition, % at 5.6 µM;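 active = inhibition above the screen-wide mean plus 3 SD, computed separately per campaign, cut at about 16% in these data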;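 note: 0% = DMSO wells and 100% = 60 µM geldanamycin wells; inhibitors lower the luminescence because luciferase stays unfolded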
GSK3A inh: inhibitors of human GSK-3 alpha kinase; P49840; ADP-Glo luminescence, 60 min; inhibition, % at 10 µM; 0.1% of 320,000 active;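 in the data active = inhibition above about 50%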;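 note: GST-tagged GSK-3 alpha with peptide substrate and 25 µM ATP; 0% = DMSO neutral wells and 100% = GW8510 positive control wells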
Target sequence (P49840 whole entry, looked up): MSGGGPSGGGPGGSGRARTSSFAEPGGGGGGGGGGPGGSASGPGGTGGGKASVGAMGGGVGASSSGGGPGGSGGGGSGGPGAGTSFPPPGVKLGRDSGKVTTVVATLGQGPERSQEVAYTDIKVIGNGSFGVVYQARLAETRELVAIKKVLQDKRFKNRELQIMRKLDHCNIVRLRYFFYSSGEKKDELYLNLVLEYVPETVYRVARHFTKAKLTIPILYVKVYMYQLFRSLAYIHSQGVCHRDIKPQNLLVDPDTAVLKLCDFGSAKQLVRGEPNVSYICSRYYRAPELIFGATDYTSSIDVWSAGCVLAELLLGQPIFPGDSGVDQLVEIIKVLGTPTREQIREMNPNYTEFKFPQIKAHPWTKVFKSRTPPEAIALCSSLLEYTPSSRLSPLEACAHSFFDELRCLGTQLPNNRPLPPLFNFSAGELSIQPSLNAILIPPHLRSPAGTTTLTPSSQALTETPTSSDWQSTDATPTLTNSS
GSK3beta inhib: human GSK3beta kinase inhibition. P49841. GST-GSK3beta kinase, ADP-Glo luminescence, 60 min; stronger effect = lower value. 0.038% of 300,000 active. activity score (negative = inhibition), % at 10 µM. AID 2097;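 active = more than half of replicate wells score below -50%, meaning over 50% inhibition versus plate controls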;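 note: 0% = median DMSO wells and -100% = median GW8510 positive control wells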
Target sequence (P49841 whole entry, looked up): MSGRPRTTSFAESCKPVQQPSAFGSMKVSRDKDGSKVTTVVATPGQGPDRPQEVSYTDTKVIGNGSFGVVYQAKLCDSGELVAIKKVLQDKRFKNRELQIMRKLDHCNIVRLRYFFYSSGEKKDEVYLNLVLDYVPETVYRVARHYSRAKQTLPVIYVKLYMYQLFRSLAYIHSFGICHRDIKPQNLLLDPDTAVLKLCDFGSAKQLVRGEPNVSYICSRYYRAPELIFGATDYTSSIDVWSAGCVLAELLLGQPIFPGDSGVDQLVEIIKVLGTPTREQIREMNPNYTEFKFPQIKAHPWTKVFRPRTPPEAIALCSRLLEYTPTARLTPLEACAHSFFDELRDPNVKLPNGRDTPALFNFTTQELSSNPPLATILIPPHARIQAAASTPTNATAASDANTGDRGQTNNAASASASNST
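Assay system: GST-tagged human GSK3beta kinase, cell-free; Input: 1.6 ng GSK3beta; Medium: Tris/MgCl2 kinase buffer; Timing: 60 min enzyme reaction, room temperature; Signal: ADP-Glo luminescence quantifying ADP generated by kinase; Evaluation: score relative to plate controls; Benchmarks: DMSO neutral wells and GW8510 at 20 µM as positive.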
IEC-6 tox: counter-screen for KLF5 inhibitors: cytotoxicity in IEC-6 cells; IEC-6 cytotoxicity, luminescence viability; inhibition, % at 5 µM; 0.78% of 290,000 active; in the data active = inhibition above about 22%;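 note: 0% = plate median of test compound wells and 100% = cytotoxic reference compound wells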
DYRK1A inh: blocks rat Dyrk1A kinase activity. inhibition, % at 12.5 µM. AID 504441. 0.43% of 310,000 active. Q63470. ADP-Glo luminescence, NFATc1 peptide; in the data active = inhibition above about 50%;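 note: plate controls were vehicle with enzyme for no effect and no enzyme for full effect; many of its hits are not listed in these tables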
KLF5 inhibitor: kruppel-like factor 5 inhibition; DLD-1 KLF5 promoter-luciferase reporter, luminescence; inhibition, % at 5 µM; 0.23% of 290,000 active;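 active = inhibition above a per-plate limit of that plate's mean compound inhibition plus 3 SD, cut at about 60% in these data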;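 note: 0% = DMSO wells and 100% = LY294002 at 200 µM; higher means less KLF5 promoter-driven luciferase light; inactives centre near -14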
HSF1 inhib: HSF1 inhibition | NIH3T3-HGL HSE-luciferase, MG132-induced, luminescence 8 h; stronger effect = lower value | activity change, negative = inhibition, % at 7.5 µM (by protocol) | 0.77% of 300,000 active | AID 2098;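 active = more than half of replicate wells show activity change below -50%, luminescence cut by over half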;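 note: luciferase reports HSF-1 transcriptional activity via heat shock element; 0% = median of DMSO wells and -100% = zero luminescence signal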
HSF1 activator: increases HSF-1 driven luciferase reporter signal. 1.7% of 300,000 active. activation, % at 9 µM. NIH3T3-HGL HSF-1 luciferase reporter, MG132, 8 h; 100% = twice DMSO control signal;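 active = mean replicate activation of at least 50% with a set share of replicates each reaching 50%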;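 note: 0% = median of the neutral control wells and 100% = twice that signal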
aSyn UTR inh: MLPCN primary screen, SNCA 5' untranslated region | alpha-synuclein 5'UTR reporter, inhibitor activity | inhibition, % (tested at 7.5 µM) | 0.82% of 300,000 active | AID 1813; in the data active = inhibition above about 60%;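 note: H4 neuroglioblastoma cells stably carrying SNCA 5'UTR luciferase fusion; 0% = DMSO wells and 100% = positive control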
Platelet DG rel: platelet dense granule release activity. inhibition, %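 (compounds screened at 7.5 µM in platelet-rich plasma)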. human platelet-rich plasma, SFLLRN dense granule ATP release, luminescence. 0.22% of 300,000 active;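 active = mean replicate score, as percent of positive control, at or above 50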
The depositor's hits bear a star; . = no result given. Not all compounds are listed; the hit share may differ from the screen's.

SMILES | HSP90 inh | GSK3A inh | GSK3beta inhib | IEC-6 tox | DYRK1A inh | KLF5 inhibitor | HSF1 inhib | HSF1 activator | aSyn UTR inh | Platelet DG rel
O=c1c2nncn2c2cccnc2n1CCNc1ncc(C(F)(F)F)cc1Cl | -6 | -2 | -2 | -3 | 2 | -18 | 18 | 2 | 16 | -1
COc1ccc2c(C(=O)CN3CCN(CCO)CC3)c[nH]c2c1 | 4 | -1 | 2 | 9 | 0 | -18 | -3 | -1 | -59 | 2
O=C(c1cc(-c2ccccn2)nc2ccc(Br)cc12)N1CCN(S(=O)(=O)c2ccccc2)CC1 | -5 | 0 | 4 | -3 | 1 | -17 | 2 | 8 | 15 | 5
CCOc1ccccc1NC(=O)CN(c1ccc(C)cc1)S(=O)(=O)c1c(C)noc1C | 0 | -3 | . | 1 | 0 | -19 | . | . | . | .
Cc1ccc(S(=O)(=O)NCC2CCC(C(=O)NCc3ccc4c(c3)OCO4)CC2)cc1 (stereo not drawn) | 2 | 1 | -1 | 2 | -3 | -3 | -2 | -6 | 19 | 22
O=S1(=O)c2ccccc2Nc2ccccc21 | 3 | 0 | -2 | 0 | 15 | -49 | -5 | -3 | -2 | -20
C#CCOC(=O)C1C2C=CC(C2)C1C(=O)O (stereo not drawn) | -1 | -5 | -3 | -7 | -2 | -6 | -3 | -6 | 0 | 0
COc1ccccc1Nc1nc(-c2ccc([N+](=O)[O-])cc2)nc2ccccc12 | 3 | -1 | 4 | 1 | 1 | -15 | -12 | 0 | 3 | -4
C=C(C)C1CC=C(C)/C(=N/NC(=O)c2ccccc2[N+](=O)[O-])C1 (stereo not drawn) | 3 | -1 | -5 | -2 | -2 | -2 | -7 | -7 | -9 | -6
CCOC(=O)c1cc(C#N)c(Oc2cccc(C(F)(F)F)c2)nc1-c1ccccc1 | 2 | -1 | 2 | 5 | 8 | 30 | 3 | 3 | 29 | 4
COc1ccc(CNC(=O)CSc2ccc(Br)cc2)cc1OC | -5 | -2 | 1 | -5 | -1 | -42 | 18 | 42 | 4 | -2
CCOc1cc(S(=O)(=O)NCCCn2ccnc2)ccc1Cl | -4 | 1 | 1 | 3 | -4 | -19 | -9 | -14 | 0 | 14

5 entries from above, sorted by SMILES length, highest first.
SMILES | HSP90 inh | GSK3A inh | GSK3beta inhib | IEC-6 tox | DYRK1A inh | KLF5 inhibitor | HSF1 inhib | HSF1 activator | aSyn UTR inh | Platelet DG rel
O=C(c1cc(-c2ccccn2)nc2ccc(Br)cc12)N1CCN(S(=O)(=O)c2ccccc2)CC1 | -5 | 0 | 4 | -3 | 1 | -17 | 2 | 8 | 15 | 5
Cc1ccc(S(=O)(=O)NCC2CCC(C(=O)NCc3ccc4c(c3)OCO4)CC2)cc1 (stereo not drawn) | 2 | 1 | -1 | 2 | -3 | -3 | -2 | -6 | 19 | 22
CCOc1ccccc1NC(=O)CN(c1ccc(C)cc1)S(=O)(=O)c1c(C)noc1C | 0 | -3 | . | 1 | 0 | -19 | . | . | . | .
COc1ccc2c(C(=O)CN3CCN(CCO)CC3)c[nH]c2c1 | 4 | -1 | 2 | 9 | 0 | -18 | -3 | -1 | -59 | 2
CCOc1cc(S(=O)(=O)NCCCn2ccnc2)ccc1Cl | -4 | 1 | 1 | 3 | -4 | -19 | -9 | -14 | 0 | 14

Following part:
SMILES | HSP90 inh | GSK3A inh | GSK3beta inhib | IEC-6 tox | DYRK1A inh | KLF5 inhibitor | HSF1 inhib | HSF1 activator | aSyn UTR inh | Platelet DG rel
CCCn1c(=O)c2c(nc(Br)n2CCC)n(C)c1=O | -3 | -2 | 2 | -1 | -3 | -19 | 0 | -7 | 11 | 3
Cc1nonc1NC(=O)CSc1ccc(-c2ccccc2)nn1 | 3 | 1 | 0 | -6 | -1 | -18 | -2 | -20 | 0 | 2
O=[N+]([O-])c1ccc(OCC(O)CNC2CCCC2)cc1 (stereo not drawn) | 3 | 1 | -3 | 2 | 5 | -1 | . | . | -10 | -2
C=CCn1c(=O)c2c(nc(-n3nc(C)cc3C)n2C)n(C)c1=O | 0 | -2 | 0 | -7 | -5 | -42 | -2 | 18 | -2 | 1
CSc1ccc(S(=O)(=O)Nc2cccc(F)c2)cc1 | 3 | -3 | 1 | 2 | . | -32 | 4 | 2 | 2 | -2
CCOc1cccc2cc(-c3csc(NC(=O)CCC(=O)NCCN4CCCCC4C)n3)c(=O)oc12 (stereo not drawn) | 5 | -8 | -1 | 0 | 3 | -139 | 14 | 21 | -135 | 5
COc1ccc(C2OC34CCCCC3C(C#N)(C#N)C2(C#N)C(=N)O4)cc1 (stereo not drawn) | 2 | 5 | 0 | 6 | 6 | 5 | 3 | -5 | -15 | 6
Cc1ccc(S(=O)(=O)N2CCOCC(=O)NCCOCCNC(=O)COCC2)cc1 | 4 | . | -1 | 8 | -2 | 3 | -3 | 2 | 16 | 24
COc1ccc(C(OC(=O)c2ccco2)C(=O)NC2CCCC2)cc1 (stereo not drawn) | 1 | -1 | -1 | 0 | -2 | 10 | -5 | 3 | 8 | -1
C=CCC1NS(=O)(=O)O[C@H](CCCC)[C@@H]1O (stereo partly drawn) | -9 | -1 | 1 | -4 | -1 | -9 | -4 | -2 | -18 | 1
CCOc1ccccc1N1CN(Cc2ccccc2)CNC1=S | 0 | 5 | 0 | 2 | . | 2 | -2 | 11 | 3 | 5
COc1ccc(Cl)cc1NC(=O)CN(C)C(=O)Cc1ccsc1 | . | -1 | 2 | . | 2 | . | 3 | -5 | 3 | -3
CCOC(=O)c1c(CC(C)C)csc1NC(=O)c1ccccc1C(=O)O | -2 | -11 | 7 | 0 | -8 | 7 | -6 | -10 | -9 | 7
NC(=O)C(CC(=O)O)NC(=O)[C@@H]1CCOc2c(I)cc([N+](=O)[O-])cc2C(=O)N[C@@H](CCC(=O)O)C(=O)N[C@@H](CO)C(=O)N1 (stereo partly drawn) | -2 | -3 | . | 6 | . | -22 | . | . | . | .
CCC(C)C1Nc2ccc(C(=O)NCc3ccc4c(c3)OCO4)cc2NC1=O (stereo not drawn) | -1 | 8 | -2 | 4 | 1 | 25 | 0 | 2 | -2 | -3
Cc1ccc2cc(CN(C(=O)c3ccco3)c3ccccc3)c(=O)[nH]c2c1 | 0 | -2 | 0 | -2 | -10 | 0 | 3 | 21 | -18 | -6
CCOc1c(Nc2ccc(C(C)C)cc2)c(=O)c1=O | 3 | 1 | -3 | 0 | 0 | -5 | -1 | 6 | -3 | -23
CCN1/C(=C2/OC(=S)N(C)C2=O)Sc2ccccc21 | -3 | . | . | 5 | -5 | -7 | . | . | . | .
Cc1ccsc1/C=C(\C#N)C(=O)Nc1c(C)n(C)n(-c2ccccc2)c1=O | -6 | 0 | 0 | -2 | -11 | -6 | -8 | -2 | -1 | -17
O=C(C1CCCO1)N1CCN(C(=S)Nc2ccc(Br)cc2)CC1 (stereo not drawn) | -2 | 1 | 0 | -8 | -1 | -35 | -4 | 2 | 11 | -22
COc1ccccc1C(=O)NC(CCSC)C(=O)OCC(=O)NC(=O)NCc1ccco1 (stereo not drawn) | 6 | -2 | -5 | 4 | 12 | 1 | -4 | 2 | -2 | 1
COc1ccc(N(C)C(=O)c2cn(CC(C)C)c(=O)c3cc(OC)c(OC)cc23)cc1 | -4 | -1 | 5 | 0 | -1 | -34 | -5 | 11 | 12 | 17
COCCNC(=O)c1c(NC(=O)c2nc(SC)ncc2Cl)sc2c1CCCC2 | -1 | -3 | -1 | -1 | 1 | -32 | -7 | 5 | 13 | 2
O=C(CCNS(=O)(=O)c1cccs1)N1CCN(c2cccc(Cl)c2)CC1 | -2 | -1 | 3 | 2 | 1 | -16 | 2 | 0 | 6 | -2
CCCc1[nH]nc2c1C(c1ccncc1)C(C#N)=C(N)O2 (stereo not drawn) | -3 | 0 | -1 | -6 | -5 | -37 | . | . | . | .
COC(=O)Nc1nc(-c2cc(Cl)ccc2Cl)cs1 | -3 | -4 | -8 | -5 | . | 1 | -15 | -15 | -32 | 10
CN(C)c1ccc(C(=O)OCC(=O)N2CCCCCC2)cc1 | 2 | -3 | 3 | 2 | . | -38 | -2 | 19 | -65 | -4
COc1cc(OC)cc(C(=O)NCC(=O)OCC(=O)N2CCc3ccccc32)c1 | 0 | 1 | -4 | 0 | 3 | -21 | -2 | -7 | 5 | 3
CC(=O)Oc1ccc(C(=O)OCC(=O)c2c(N)n(C)c(=O)n(C)c2=O)cc1OC(C)=O | -3 | 1 | 2 | 1 | 4 | -29 | -6 | -1 | -24 | -1
COc1ccc(C(=O)C2CCCN(Cc3cn[nH]c3-c3ccccc3)C2)cc1OC (stereo not drawn) | -3 | -1 | 2 | 3 | 20 | -21 | 0 | -6 | 32 | -1
CSCCC1NC(=O)N(CC(=O)N2N=C(c3ccc(Cl)cc3)CC2c2ccco2)C1=O (stereo not drawn) | 2 | -2 | 4 | 1 | -3 | 1 | 2 | 11 | 9 | -1
CCCc1nnc(SCC(=O)N(CC)CC)n1CC1CCCO1 (stereo not drawn) | 1 | -2 | 0 | -7 | -4 | -20 | -1 | -13 | -2 | -13
COc1ccc(/C=C/C(=O)NCC(=O)N/N=C/c2ccc(OC)cc2)cc1 | 1 | . | 2 | -3 | -3 | -23 | -12 | -25 | 22 | -8
COC(=O)C(C)Sc1ccc2nnc(CCNS(=O)(=O)c3ccc(C)cc3)n2n1 (stereo not drawn) | -3 | -2 | 1 | 0 | -3 | -8 | -11 | -8 | 24 | -1
C/C(N)=C(/C#N)C(=O)COC(=O)CSc1ccc2ccccc2c1 | 2 | -1 | 1 | 3 | -3 | -36 | -7 | -2 | 21 | 9
O=S(=O)(c1ccc(Cl)cc1)N1CCN(CCc2ccccc2)CC1 | 1 | 4 | 2 | 2 | -5 | 2 | -11 | -12 | -6 | -2
CCOc1ccc(OCCC(=O)NNC(=O)c2cc(C)oc2C)cc1 | . | 0 | 1 | . | 2 | . | 0 | -2 | 5 | -2
COc1cccc(NS(=O)(=O)c2ccc(C)c(C(=O)N3CCCCC3)c2)c1 | -4 | 3 | 1 | -4 | 1 | 4 | 5 | 0 | -12 | 7

A second format for part of the listing above:
COc1ccc(CNC(=O)CSc2ccc(Br)cc2)cc1OC
  HSP90 inh: -5	GSK3A inh: -2	GSK3beta inhib: 1	IEC-6 tox: -5	DYRK1A inh: -1	KLF5 inhibitor: -42	HSF1 inhib: 18	HSF1 activator: 42	aSyn UTR inh: 4	Platelet DG rel: -2

CCOc1cc(S(=O)(=O)NCCCn2ccnc2)ccc1Cl
  HSP90 inh: -4	GSK3A inh: 1	GSK3beta inhib: 1	IEC-6 tox: 3	DYRK1A inh: -4	KLF5 inhibitor: -19	HSF1 inhib: -9	HSF1 activator: -14	aSyn UTR inh: 0	Platelet DG rel: 14

CCCn1c(=O)c2c(nc(Br)n2CCC)n(C)c1=O
  HSP90 inh: -3	GSK3A inh: -2	GSK3beta inhib: 2	IEC-6 tox: -1	DYRK1A inh: -3	KLF5 inhibitor: -19	HSF1 inhib: 0	HSF1 activator: -7	aSyn UTR inh: 11	Platelet DG rel: 3

Screening data as filed in PubChem.
